M1 ag parental: M1 agonist counterscreen hit in parental CHO-K1 cells; Fluo-8 calcium fluorescence; scaled to maximal ATP response, vehicle zero; hit rate 0.48% among 360,000; activation, % at 3 µM; in the data active means activation above about 15%;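 further: untransfected CHO-K1 host cells lacking M1 receptor as counterscreen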
OXTR agonist: agonists of human oxytocin receptor | CHO-OTR cells, Fluo-8 calcium fluorescence; normalized: DMSO 0%, oxytocin 100% | P30559 | activation, % at 3 µM | hit rate 0.32% among 320,000;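 active means activation above the mean of all tested compounds plus 3 SD, cutoff set per screening run, cut at about 20% in these data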;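 further: peak over basal fluorescence ratio from a 100 s FLIPR kinetic read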
Target sequence (P30559 whole entry, looked up): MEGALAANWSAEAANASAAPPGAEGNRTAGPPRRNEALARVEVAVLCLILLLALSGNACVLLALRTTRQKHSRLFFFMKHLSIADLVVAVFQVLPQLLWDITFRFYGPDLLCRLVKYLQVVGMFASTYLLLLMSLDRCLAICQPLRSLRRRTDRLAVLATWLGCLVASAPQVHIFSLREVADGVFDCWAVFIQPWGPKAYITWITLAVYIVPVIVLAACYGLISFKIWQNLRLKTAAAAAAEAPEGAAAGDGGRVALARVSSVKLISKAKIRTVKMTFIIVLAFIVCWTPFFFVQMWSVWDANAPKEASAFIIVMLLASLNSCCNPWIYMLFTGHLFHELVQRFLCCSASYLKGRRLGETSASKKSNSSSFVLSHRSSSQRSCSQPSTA
CHO parental Ca: counter-screen: ATP calcium response change in parental CHO cells; parental CHO-K1, ATP-induced calcium, Fluo-8 fluorescence; inhibition, % at 5.6 µM; hit rate 0.63% among 330,000;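 active means inhibition above that plate's mean sample inhibition plus 3 SD, cut at about 26% in these data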;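 further: 0% = ATP-challenged DMSO wells and 100% = DMSO wells without ATP; some compounds past the cut are filed as inactive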
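material = parental CHO cells | also added = ATP as calcium-mobilizing challenge | dosing = single point at 5.6 µM | detection = intracellular calcium via Fluo-8 no-wash fluorescent dye | read-out = % inhibition | benchmarks = low control ATP plus DMSO, high control DMSO only | repeats = one well per compound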
CHO-K1 Ca PAM: nonselective activator or artifact in parental CHO-K1 calcium assay; ATP EC20, Fluo-8 calcium fluorescence; 0% at ATP EC20, 100% at ATP max; AID 602247; activation, % at 3 µM; hit rate 0.02% among 360,000;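 active means activation above the run cutoff, the mean activation of all test compounds plus 3 SD, cut at about 40% in these data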;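 further: peak over basal fluorescence ratio in a 140 s read after ATP addition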
GPR7 antag: human neuropeptides B/W receptor 1 antagonism; P48145; GPR7-expressing cells, fluorescence antagonist assay; inhibition, % at 4.4 µM; hit rate 1.1% among 290,000; AID 1861; in the data active means inhibition above about 16%, passing the limit was not always enough;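 further: cells stimulated with the agonist NPW; 0% = agonist with vehicle and 100% = vehicle without agonist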
OXTR potentiate: potentiates the human oxytocin receptor response; P30559; CHO-OTR cells, Fluo-8 calcium fluorescence, potentiator mode; 0% = oxytocin EC15, 100% = EC100; activation, % at 3 µM; hit rate 0.061% among 320,000; AID 2445;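 active means activation above that plate's cutoff, the mean activation of tested compounds plus 3 SD, cut at about 6.6% in these data, passing the limit was not always enough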;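 further: 100% uses oxytocin at 75 nM as the full agonist control; some results filed as inactive read as strong as hits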
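test system = CHO-OTR cells, human receptor | compound = single-point 3.0 µM | schedule = 6 min compound pre-incubation at room temperature, 100 s kinetic read | signal = Fluo-8 no-wash calcium dye fluorescence, excitation 470-495 nm, emission 515-575 nm | repeats = single well per compound, singlicate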
CHO-K1 Ca antag: counter-screen for M1 antagonists: effect in parental CHO-K1 cells; ATP-induced calcium, Fluo-8 fluorescence; inhibition, % at 3 µM; hit rate 0.6% among 360,000; AID 602250;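 active means inhibition above a per-plate cutoff, the plate's mean sample inhibition plus 3 SD, cut at about 24% in these data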;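 further: 0% = DMSO plus EC80 ATP and 100% = DMSO alone without ATP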
TAAR1 antag: human TAAR1 antagonism | Q96RJ0 | CHO RD-HGA16 TAAR1, Fluo-8 calcium fluorescence, antagonist | inhibition, % at 3 µM | hit rate 1.5% among 360,000 | AID 624466;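 active means inhibition above a per-plate cutoff, the mean inhibition of test compounds on that plate plus 3 SD, cut at about 49% in these data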;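 further: 0% = DMSO plus EC80 beta-PEA response and 100% = DMSO alone without agonist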
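Test system: RD-HGA16 CHO cells with stable hTAAR1 and Gα16 / Probe or stimulus: EC80 β-phenethylamine stimulus / Times: seeding 17-24 h prior, 75-min 37 °C, 30-min RT dye loading / Detection: Fluo-8 calcium-sensitive fluorescence / Read-out basis: % inhibition scaled between DMSO and EC80 PEA controls / Repeats: singlicate, one well per test compound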
V1R ag counter: counter-screen for oxytocin receptor agonists: human V1a receptor agonists. CHO-V1R cells, Fluo-8 calcium fluorescence, agonist mode; 0% DMSO, 100% 3 nM vasopressin. P37288. activation, % at 3 µM. hit rate 0.25% among 320,000. AID 2797;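 active means activation above the mean activation of all tested compounds plus 3 SD, per screening run, cut at about 20% in these data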;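 further: signal is peak over basal fluorescence ratio across a 100 second FLIPR read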
Target sequence (P37288 whole entry, looked up): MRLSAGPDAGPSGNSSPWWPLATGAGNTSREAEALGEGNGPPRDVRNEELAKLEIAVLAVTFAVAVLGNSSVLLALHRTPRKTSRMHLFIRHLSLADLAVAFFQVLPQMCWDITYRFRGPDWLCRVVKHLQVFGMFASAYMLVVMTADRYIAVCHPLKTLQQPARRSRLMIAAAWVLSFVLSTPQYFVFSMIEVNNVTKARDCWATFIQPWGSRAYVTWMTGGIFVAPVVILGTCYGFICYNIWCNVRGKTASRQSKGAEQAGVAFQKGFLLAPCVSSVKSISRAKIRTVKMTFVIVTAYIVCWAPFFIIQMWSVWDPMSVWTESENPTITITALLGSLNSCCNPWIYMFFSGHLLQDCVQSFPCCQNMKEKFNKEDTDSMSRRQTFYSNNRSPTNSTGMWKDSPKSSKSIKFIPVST
The depositor's hits bear a star; nt = no result given. Rows are unselected; any-hit rate near 3.5%.

SMILES | M1 ag parental | OXTR agonist | CHO parental Ca | CHO-K1 Ca PAM | GPR7 antag | OXTR potentiate | CHO-K1 Ca antag | TAAR1 antag | V1R ag counter
CCCCc1n(CC(=O)c2ccc(Cl)cc2)c2ccccc2[n+]1C | 3.3 | 0.0 | -9 | 20 | -2 | 0 | -5 | 4 | 0.4
Cc1ccc(C(=O)N/C(=C/c2cccs2)C(=O)NCC2CCCO2)cc1 (stereo unspecified) | -0.2 | -0.9 | -21 | 13 | -5 | -4 | 2 | -3 | 0.9
CCC(NC(=O)Cc1c(C)c2ccc(OC)c(C)c2oc1=O)C(=O)NC(Cc1ccc(Cl)cc1)C(=O)O (stereo unspecified) | -0.2 | -0.9 | -3 | 4 | 3 | -5 | 4 | -9 | 0.4
Cc1ccc(OCC(=O)O/N=C(\N)c2ccccn2)cc1C | 1.9 | -0.2 | -11 | 19 | -4 | -7 | -5 | -6 | 2.7
c1ccc2c(N3CCOCC3)nc(-c3ccncc3)nc2c1 | 1.0 | 0.3 | -2 | 1 | 1 | -5 | 5 | -8 | -0.2
CC1C2CC(C(CN(C)C)/C2=N/O)C1(C)C (stereo unspecified) | 0.0 | 0.9 | -1 | 13 | -4 | 1 | -27 | 1 | 0.6
Cc1ccc2nsnc2c1S(=O)(=O)N(Cc1ccco1)Cc1cc2cccc(C)c2[nH]c1=O | 4.9 | 1.1 | -10 | 9 | -8 | -9 | 3 | nt | 1.3
CCC(=O)c1ccc(OCC(O)CN2CCN(S(=O)(=O)N3CCCCC3)CC2)cc1 (stereo unspecified) | 3.5 | 1.4 | -13 | 17 | -7 | -3 | -14 | 14 | 2.5
O=C(CN1CCCCCC1)Nc1cccc([N+](=O)[O-])c1 | -0.8 | 0.6 | -8 | -21 | -7 | -5 | 16 | 7 | 1.2
CC(=O)Oc1ccc(N2C(=O)c3cccc4c([N+](=O)[O-])ccc(c34)C2=O)cc1 | 0.6 | -0.5 | 25 | 4 | 19 | -12 | -3 | 10 | -0.4
CC(=O)N1CCN(C(=O)c2cc(=O)c3ccccc3o2)CC1 | 0.1 | 0.2 | 6 | 28 | -23 | -3 | 3 | -6 | -0.3
O=C(Cc1cccs1)NCc1ccccc1 | -0.1 | -1.6 | -3 | 11 | -6 | 2 | -4 | 6 | 0.1
CC(C)[C@H](NC(=O)[C@@H]1Cc2c([nH]c3ccccc23)C2c3ccccc3C(=O)N21)C(=O)N1CCC[C@H]1C(=O)O (stereo partly specified) | 0.1 | nt | nt | 2 | nt | nt | -5 | -23 | nt
Cc1ccsc1C(=O)N1CCN(S(=O)(=O)c2cccc(F)c2)CC1 | 0.2 | -1.4 | -8 | -23 | nt | -4 | 9 | -5 | 0.0
O=S(=O)(c1ccc(N2CCCC2)cc1)C(F)(F)F | 9.8 | 8.7 | 40* | -13 | -4 | -10 | 27* | 24 | 6.1
COc1ccc(NC(=O)c2ccc(-c3c(C)noc3C)c3ccoc23)cn1 | 2.7 | nt | nt | 21 | nt | nt | -8 | 5 | nt
COCn1c(-c2cccc(Br)c2)nc2ccccc21 | -0.3 | -2.1 | -23 | -3 | 8 | 4 | 2 | -6 | -1.4
CCOc1ccccc1C(=O)N(Cc1cccs1)C1CCS(=O)(=O)C1 (stereo unspecified) | -0.4 | -0.3 | -4 | -10 | -6 | -11 | 7 | -4 | 0.7
Cc1cc(Br)ccc1NC(=O)CN(C)C(=O)CSC(=S)N1CCCC1 | 0.6 | 2.6 | -17 | 7 | nt | 0 | -16 | -28 | 3.5
Cc1ccc(C)c(CC(=O)N2CCCC(c3cc(C(=O)NCc4cccnc4)no3)C2)c1 (stereo unspecified) | 2.2 | nt | nt | 25 | nt | nt | -13 | -7 | nt
Cc1ccc2nc(C3CCCN(C(=O)NCc4ccccc4)C3)[nH]c2c1 (stereo unspecified) | 0.2 | -1.9 | -26 | 11 | -9 | 6 | 2 | -15 | -0.8
COC(=O)CSc1nc(N)c(C#N)c(-c2ccc(O)cc2)c1C#N | 6.6 | 3.4 | 1 | 10 | -13 | -6 | -6 | 24 | 3.8
CC(C)COc1cccc(C(=O)Nc2ccc(N3CCOCC3)cc2N2CCOCC2)c1 | 0.6 | -2.0 | -16 | -13 | nt | -1 | -3 | -2 | -0.7
O=C(NCC1CC1)C1(C(F)(F)F)C/C(=C\Cc2ccccc2)CCCO1 (stereo unspecified) | -1.2 | -1.9 | -12 | -15 | nt | -4 | -8 | 9 | -1.5
Cn1c(CSc2nc3ccc(Br)cc3[nH]2)nc2ccccc21 | 1.8 | 1.5 | -15 | 20 | -6 | -6 | -16 | -2 | 1.3
O=C1[C@@H]2[C@@H]3C[C@@H]([C@H]4ON=C(c5ccc(OCc6ccccc6)cc5)[C@@H]34)[C@@H]2C(=O)N1c1ccc2c(c1)OCO2 | -0.2 | -0.5 | -4 | 0 | -7 | -5 | -2 | -4 | 2.0
O=c1cc(-c2ccc(O)cc2)oc2c(C3OCC(O)C(O)C3O)c(O)c(C3OC(CO)C(O)C(O)C3O)c(O)c12 (stereo unspecified) | 0.0 | 0.6 | -15 | 13 | nt | -2 | -4 | 26 | 0.7
Cc1cc(NC(=O)C2Oc3ccccc3OC2C)no1 (stereo unspecified) | -0.1 | -0.7 | -6 | 4 | -7 | 4 | -1 | 2 | -0.2
Fc1ccc(N/N=C(/c2ccccc2)c2ccccn2)cc1 | 0.7 | -2.5 | -17 | 21 | -7 | -14 | -6 | -17 | -1.4
CCOc1ccccc1CN1CCN(Cc2c[nH]c3ccccc23)CC1CCO (stereo unspecified) | 0.1 | nt | nt | 8 | -20 | nt | -6 | 3 | nt
N#Cc1ccccc1NCC(=O)N1CCN(S(=O)(=O)c2ccccc2)CC1 | 0.9 | -0.2 | -10 | 7 | nt | -6 | -12 | -4 | -0.1
O=C1Nc2ccccc2Oc2cc([N+](=O)[O-])ccc21 | 3.4 | -1.1 | -1 | 18 | -4 | -9 | -12 | -13 | -0.3
COc1ccccc1OCCCCn1ncc2ccc(OC)c(OC)c2c1=O | 4.5 | -0.3 | -20 | 15 | -7 | -12 | -6 | 5 | 3.8
COc1cc(OC)cc(C(=O)NNC(=O)Cc2cccs2)c1 | 0.3 | 0.2 | -11 | -14 | nt | -1 | 2 | -15 | 1.3
Cc1cccc(C(=O)NNS(=O)(=O)c2ccccc2)c1O | 1.2 | 0.7 | -11 | 13 | 4 | -1 | -9 | 1 | 0.7
CN1C(=O)c2cccc(NC(=O)Cc3ccccc3)c2C1=O | 0.6 | -0.9 | -10 | 5 | -10 | -10 | 9 | -16 | -1.1
CC(C)CC(=O)Nc1nnc(SCC(=O)Nc2ccc(F)cc2)s1 | -0.3 | -0.9 | -15 | -1 | -2 | -10 | -5 | 3 | 0.7
O=C(O)c1ccccc1/C=N/N1CCN(C2c3ccccc3-c3ccccc32)CC1 | 0.0 | -1.2 | -14 | 1 | -12 | -11 | 0 | -5 | -0.6
COC(=O)CC1=C(C)C(=O)CC2C(C)(C)CCCC12C (stereo unspecified) | 0.0 | -2.2 | -16 | -3 | -3 | -1 | -3 | -5 | -1.4
CCCCC[C@H](C)N1C[C@@H](COCc2ccccc2)Oc2cc(N3CC[C@H](O)C3)ccc2S1(=O)=O | 0.6 | nt | nt | 0 | nt | nt | -2 | -17 | nt
Cc1ccccc1N(CC(=O)Nc1ccc(F)cc1)S(C)(=O)=O | 0.1 | -0.2 | -1 | -5 | -1 | -15 | 6 | -21 | 0.4
CC1CCCCC1NC(=O)c1ccco1 (stereo unspecified) | 0.4 | nt | nt | -23 | nt | nt | 6 | -6 | nt
CCOC(=O)c1sc(=S)n(CC)c1NC(=O)C1CC1 | 0.0 | -0.7 | -11 | 20 | 13 | -7 | -12 | 17 | 1.0
O=C(CSc1nc2ccccc2s1)NCC1CCCO1 (stereo unspecified) | 0.3 | 0.6 | -5 | 17 | 6 | 5 | -3 | -16 | -0.1
Cc1nn(-c2ccccc2)c2c1C(c1cccc([N+](=O)[O-])c1)N(c1ccccc1)C(=O)N2 (stereo unspecified) | -0.1 | -0.3 | -18 | 18 | -11 | 6 | -6 | 15 | 0.1
COc1ccc(OCC(=O)Nc2cccc(OC)c2)cc1 | 0.2 | 0.3 | -6 | -3 | -5 | 10 | 14 | -7 | 0.1
Cc1ccc(N(CC(=O)NCc2ccc(F)cc2)C(=O)c2snc(C(N)=O)c2N)cc1C | -0.1 | 1.9 | -1 | 0 | 12 | -10 | -7 | 21 | 19
CC1CCCC(NC(=O)C2c3ccccc3C(=O)N2Cc2cccs2)C1C (stereo unspecified) | 1.2 | -2.2 | -22 | 18 | 40* | 1 | -13 | 1 | -0.9
CC1(C)S[C@@H]2[C@H](NC(=O)COc3ccccc3)C(=O)N2C1C(=O)OCc1cc2ccccc2n1S(=O)(=O)c1ccccc1 (stereo partly specified) | nt | 1.0 | -8 | nt | 0 | -6 | nt | nt | 1.7
CN=C(NC(=O)Nc1c(C)cccc1C)NC(=O)Nc1c(C)cccc1C | 0.2 | 0.9 | -4 | 8 | 13 | -5 | -10 | 1 | 1.4
CNC(=O)/C(C#N)=C/c1cccc(Oc2ccccc2)c1 | 2.7 | 0.0 | -3 | 15 | -5 | -4 | -14 | -44 | -0.4

Among those listed so far, 7 contain fluorine:
SMILES | M1 ag parental | OXTR agonist | CHO parental Ca | CHO-K1 Ca PAM | GPR7 antag | OXTR potentiate | CHO-K1 Ca antag | TAAR1 antag | V1R ag counter
Cc1ccsc1C(=O)N1CCN(S(=O)(=O)c2cccc(F)c2)CC1 | 0.2 | -1.4 | -8 | -23 | nt | -4 | 9 | -5 | 0.0
O=S(=O)(c1ccc(N2CCCC2)cc1)C(F)(F)F | 9.8 | 8.7 | 40* | -13 | -4 | -10 | 27* | 24 | 6.1
O=C(NCC1CC1)C1(C(F)(F)F)C/C(=C\Cc2ccccc2)CCCO1 (stereo unspecified) | -1.2 | -1.9 | -12 | -15 | nt | -4 | -8 | 9 | -1.5
Fc1ccc(N/N=C(/c2ccccc2)c2ccccn2)cc1 | 0.7 | -2.5 | -17 | 21 | -7 | -14 | -6 | -17 | -1.4
CC(C)CC(=O)Nc1nnc(SCC(=O)Nc2ccc(F)cc2)s1 | -0.3 | -0.9 | -15 | -1 | -2 | -10 | -5 | 3 | 0.7
Cc1ccccc1N(CC(=O)Nc1ccc(F)cc1)S(C)(=O)=O | 0.1 | -0.2 | -1 | -5 | -1 | -15 | 6 | -21 | 0.4
Cc1ccc(N(CC(=O)NCc2ccc(F)cc2)C(=O)c2snc(C(N)=O)c2N)cc1C | -0.1 | 1.9 | -1 | 0 | 12 | -10 | -7 | 21 | 19
